KDM5B inh – Primary screen for KDM5B Histone Demethylases FDH-coupled qHTS | Lysine-specific demethylase 5B (Homo sapiens), Q9UGL1 | KDM5B demethylase, FDH-coupled NADH fluorescence (FDH is formaldehyde dehydrogenase) | Potency, µM (highest dose often 57.7 µM), for inactives: top-dose activity change, negative = inhibition, usual class: inhibitors | actives 2.6% (n = 220,000) | AID 1347165, 2019; active = well fitted inhibition curve with a large enough effect; inconclusive = small, poorly fitted or top-dose-only effect; inactive = no such curve, though single readings can be large or run the other way; note: 0% is about no effect; nearly all actives have a fitted effect of over 70% in size
Target sequence (Q9UGL1 whole entry, looked up): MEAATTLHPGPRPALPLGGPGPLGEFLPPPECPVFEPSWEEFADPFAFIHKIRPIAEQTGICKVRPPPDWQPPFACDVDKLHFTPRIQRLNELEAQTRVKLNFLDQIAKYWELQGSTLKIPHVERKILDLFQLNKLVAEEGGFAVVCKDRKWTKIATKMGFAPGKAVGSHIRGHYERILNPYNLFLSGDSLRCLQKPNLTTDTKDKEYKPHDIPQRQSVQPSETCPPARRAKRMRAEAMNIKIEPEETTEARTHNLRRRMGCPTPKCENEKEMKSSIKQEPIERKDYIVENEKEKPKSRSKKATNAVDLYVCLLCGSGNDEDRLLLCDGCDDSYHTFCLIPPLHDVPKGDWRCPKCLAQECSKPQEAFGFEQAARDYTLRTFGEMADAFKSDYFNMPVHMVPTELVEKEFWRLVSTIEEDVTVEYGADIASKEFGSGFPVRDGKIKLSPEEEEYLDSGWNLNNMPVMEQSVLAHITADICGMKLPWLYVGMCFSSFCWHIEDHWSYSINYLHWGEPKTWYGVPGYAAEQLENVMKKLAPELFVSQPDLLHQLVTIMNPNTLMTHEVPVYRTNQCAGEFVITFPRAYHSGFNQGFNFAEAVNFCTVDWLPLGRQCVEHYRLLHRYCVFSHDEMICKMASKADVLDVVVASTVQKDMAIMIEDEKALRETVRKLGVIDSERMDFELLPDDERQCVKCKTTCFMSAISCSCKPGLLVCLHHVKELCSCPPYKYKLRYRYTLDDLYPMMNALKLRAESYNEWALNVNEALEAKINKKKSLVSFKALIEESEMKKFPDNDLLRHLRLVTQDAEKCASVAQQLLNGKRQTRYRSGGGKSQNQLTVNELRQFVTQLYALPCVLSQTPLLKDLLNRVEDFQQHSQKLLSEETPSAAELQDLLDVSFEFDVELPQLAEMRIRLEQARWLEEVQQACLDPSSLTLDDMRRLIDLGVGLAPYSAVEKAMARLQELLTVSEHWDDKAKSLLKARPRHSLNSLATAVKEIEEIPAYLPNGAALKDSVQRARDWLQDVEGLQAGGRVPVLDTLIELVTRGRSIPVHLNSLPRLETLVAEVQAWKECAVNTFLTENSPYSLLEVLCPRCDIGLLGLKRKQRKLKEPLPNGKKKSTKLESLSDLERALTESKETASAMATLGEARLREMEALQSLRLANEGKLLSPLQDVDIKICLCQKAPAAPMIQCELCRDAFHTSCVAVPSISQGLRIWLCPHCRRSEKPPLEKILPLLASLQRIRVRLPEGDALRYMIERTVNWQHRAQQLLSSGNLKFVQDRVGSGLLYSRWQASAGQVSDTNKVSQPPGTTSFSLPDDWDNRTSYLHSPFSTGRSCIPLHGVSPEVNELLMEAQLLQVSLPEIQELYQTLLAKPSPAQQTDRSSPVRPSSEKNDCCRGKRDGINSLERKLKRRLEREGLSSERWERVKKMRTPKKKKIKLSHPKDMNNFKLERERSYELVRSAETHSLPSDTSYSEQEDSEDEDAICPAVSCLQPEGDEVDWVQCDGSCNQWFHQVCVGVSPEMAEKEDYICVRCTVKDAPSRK
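KDM5BΔAP (200 nM final) in 50 mM HEPES pH 7.5, 0.01% Tween-20 was preincubated 10 min at RT with compound over a concentration range. Substrate mix (H3K4me3 12.5 µM, α-KG 25 µM, Fe²⁺, ascorbate, NAD⁺, FDH) was added, and NADH fluorescence change over 30 min gave dose-response curves.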
Active calls of the source: *; ? = inconclusive; [ ] = remark or other dose. Potency is the fitted concentration of half-maximal effect.

SMILES	KDM5B inh
CCN(CCO)c1nc2sc(C)c(C)c2c2nc(-c3ccccc3)nn12	-11.4%
CCC1CCCCN1C(=O)Cn1c(=O)n(-c2ccccc2C(F)(F)F)c(=O)c2c(C)c(C(=O)N(C)C)sc21 (centres undefined)	-1.2%
COc1ccc(C(=O)N2CCC[C@H]2c2nc(-c3ccc(OC)c(OC)c3)no2)cc1	26.8%
Cc1n[nH]c(C)c1CCC(=O)NC1CCc2nn(C)c(=O)n2CC1 (centres undefined)	-12.6%
O=C(C1CCC1)N1CCC(N2CC3CC(C2)[C@H]2CCCC(=O)N2C3)CC1 (some centres undefined)	?
Cc1ccc(-c2cc3c(=O)n(CCNC(=O)c4cccnc4)ccn3n2)c(C)c1	0.2%
O=C(Cc1noc(C(=O)NCc2ccccc2Cl)n1)Nc1cccc2ncccc12	-18.1%
O=C(CC1C(=O)N(c2ccccc2)C(=O)N1CCC1=CCCCC1)Nc1ccc(F)cc1 (centres undefined)	-22.9%
COc1ccc(CNC(=O)CCS(=O)(=O)c2cc(Br)cc3c2N(C(C)=O)C(C)C3)cc1 (centres undefined)	?
CCCNCc1ccc(-c2ccc(F)cc2)o1	-4.8%

Part of the list above, field by field.
O=C(C1CCC1)N1CCC(N2CC3CC(C2)[C@H]2CCCC(=O)N2C3)CC1 (some centres undefined)
  KDM5B inh = ?

Cc1ccc(-c2cc3c(=O)n(CCNC(=O)c4cccnc4)ccn3n2)c(C)c1
  KDM5B inh = 0.2%

O=C(Cc1noc(C(=O)NCc2ccccc2Cl)n1)Nc1cccc2ncccc12
  KDM5B inh = -18.1%

O=C(CC1C(=O)N(c2ccccc2)C(=O)N1CCC1=CCCCC1)Nc1ccc(F)cc1 (centres undefined)
  KDM5B inh = -22.9%

Next section:
SMILES	KDM5B inh
C=CCC(=O)N1CCCC1C(=O)Nc1ccc(-c2cccc(OC)c2)cc1 (centres undefined)	24.5%
CCOc1cc(C2C(C(=O)OC)=C(C)NC3=C2C(=O)c2ccccc23)ccc1OC (centres undefined)	?
CCOc1ccccc1CN1CCOCCNC(=O)[C@H]2CCCC[C@H]21	-12.0%
O=C(CN1CC2CC(C1)[C@H]1CCCC(=O)N1C2)NCc1ccco1 (some centres undefined)	7.6%
CCOc1ccc(NC(=O)CN2C(=O)COc3ccc(S(=O)(=O)Nc4ccccc4)cc32)cc1	0.5%
COc1ccc(C2=NN(C(=O)C(C)(C)C)C(c3ccc4nccnc4c3)C2)cc1 (centres undefined)	2.3%
COCCO[C@H]1C(=O)N(C2CCN(C(=O)COc3ccccc3)CC2)[C@H]1c1ccncc1	4.5%
Cn1c(=O)c2c(nc(N3CCN(c4ccccc4)CC3)n2Cc2ccccc2Cl)n(C)c1=O	22.3%
CCCCNC(=O)c1ccc(NC(=O)c2ccc(F)cc2)cc1	20.9%
Cc1cc(C)n2ncc(-c3noc(C(=O)NC[C@@H](C)O)n3)c2n1	?
C/C(=N\NC(=O)c1ccc(C)s1)c1ccncc1	14.0%
Cc1cc(C(=O)N2CCC3(CC2)C(=O)N(C)c2ccccc23)nn1C	12.5%
COc1ccc(NC(=O)c2ccccc2Cl)c2cccnc12	-1.4%
CCOc1ccc2c(n1)CCN(C(=O)c1cccc(C)c1)C2	?
COc1ccc(-c2noc(-c3ccc(NCC4CCCO4)c([N+](=O)[O-])c3)n2)cc1OC (centres undefined)	-11.4%
CCc1ccc(C(=O)N2CCN(C(=O)C3(C)CC3(Cl)Cl)CC2)cc1 (centres undefined)	19.3%
O=C(Nc1ccc(OCc2cc(=O)n3c4c(sc3n2)CCCC4)cc1)c1ccccc1	6.8%
CCOC(=O)c1ccc2ccccc2c1-c1c(C(=O)OCC)ccc2ccccc12	-26.9%
COc1ccc(CCNc2ccc(N3C(=O)CC(C)C3=O)cc2[N+](=O)[O-])cc1 (centres undefined)	3.7%
CCCCN1CCN(C(=O)c2cc3cn(C4CC4)cc3s2)CC1	?
Cc1ccccc1CNC(=O)C(=O)NCC1OCCCN1S(=O)(=O)c1ccc(F)cc1C (centres undefined)	26.7%
O=S(=O)(c1ccc(NC(=S)NN=C(C2CC2)C2CC2)cc1)N1CCOCC1	?
COC(=O)c1sc(NC(=O)COc2c(C)cc(C)cc2C)nc1C	-7.1%
O=C(CC(Nc1cc(C(F)(F)F)ccc1Cl)C(=O)O)c1ccccc1 (centres undefined)	-15.8%
COCCNC(=O)[C@H]1C[C@H](Oc2ccccc2)CN1S(=O)(=O)c1c(C)noc1C	1.1%
CC(C)Nc1nc(C(=O)Nc2ccccc2O)cs1	?
CC1(C)CC(=O)C(C=NCCN2CCN(CC(=O)Nc3ccc(F)cc3)CC2)=C(O)C1	2.9%
Cc1ccccc1OCCSc1nc2cc(S(=O)(=O)N(C)C)ccc2o1	-0.6%
O=C1CC2CCN(Cc3coc(-c4ccccc4)n3)CC2CCN1 (centres undefined)	2.6%[149 µM]
CN(CC(=O)N(C)c1ccccc1C(=O)NCc1ccco1)Cc1ccc(F)cc1	-18.7%
O=C(O)CCC(=O)N1Cc2ccccc2CC2(CCCN2Cc2ccncc2)C1 (centres undefined)	?
Cc1c(/C=C(/C#N)c2ccccn2)cc(C#N)n1C	0.4%
Cc1c(Cl)cccc1Nc1nc(N)nc(CSc2nc3ccccc3s2)n1	?
O=C(OCc1ccccc1)N1CCC2(CC1)C(=O)NN=C2c1ccccn1	4.7%
O=C1CC2(CCN(S(=O)(=O)c3ccccc3)CC2)Oc2ccccc21	28.2µM*
CC(=O)c1ccc(NC(=O)c2nc(-c3ccccc3)oc2C)cc1	?
O=C(CN(C(=O)CNS(=O)(=O)c1ccc(F)cc1)c1ccc(F)cc1)NCc1ccco1	27.6%
CN1[C@@H](CCC(=O)NCc2ccco2)CNC(=O)[C@@H]2[C@H]1CCN2Cc1cccs1	-21.4%[86.2 µM]
Cc1noc2c(NC3CCOCC3)cc(-c3cccc(C(F)(F)F)c3)nc12	-6.5%[86.2 µM]
COc1ccc(C)c2sc(N3CCN(C(=O)c4cccc(F)c4)CC3)nc12	4.6%
Cc1ccc(NC(=O)Cn2nc(C(=O)O)c3ccccc3c2=O)c(Br)c1	-5.4%
Cc1nc2c(s1)CCCC2NC(=O)c1ccc(CCC(C)(C)O)cc1 (centres undefined)	-12.4%
COc1ccccc1NC(CC(=O)c1ccccc1)C(=O)OCC(=O)c1ccc(Cl)cc1 (centres undefined)	-15.4%
O=Cc1ccc(-c2ccc(I)cc2C(F)(F)F)o1	?
CC(c1ccccc1)n1c(-c2cccs2)nc2c(c(=O)c3ccccc3n2C)c1=O (centres undefined)	-26.6%
CC(C)c1noc(-c2cn(C3CCN(C(=O)c4cccc(N(C)C)c4)CC3)nn2)n1	8.8%
CCC(=O)N1CCc2cc(CNC(=O)Cc3ccc(OC)c(OC)c3)ccc21	-7.4%
Cc1ccc(S(=O)(=O)N2CCC(C(=O)NC3CC(C)(C)NC(C)(C)C3)CC2)cc1	-18.6%
CCOc1ccc(NC(=S)N(CCCN2CCCC2)Cc2cccn2Cc2ccc(Cl)cc2)cc1	16.2%
O=C(NCCCN1CCCc2ccccc21)C1Cn2cccc2C(=O)N1Cc1ccccc1 (centres undefined)	31.3%

Following part.
SMILES	KDM5B inh
CN(CCCN1c2ccccc2CCc2ccccc21)C(=O)C1CNCCO1 (centres undefined)	-21.5%
O=c1c(NCc2cccs2)nccn1-c1ccccc1	-28.2%
Cn1cnnc1CC1CCN(S(=O)(=O)c2ccccc2)CC1	32.5%[activator]
Cc1cccnc1NC(=O)c1cnc2ccccc2n1	-8.7%
Cc1ccc(S(=O)(=O)N2CCCC(CCC(=O)N3CCc4ccccc4C3)C2)cc1 (centres undefined)	?
CCC(=O)N(CC)Cc1cc(=O)[nH]c2ccccc12	-23.1%
O=C(CSc1nc2c([nH]c3ccccc32)c(=O)n1-c1ccccc1F)Nc1cccc(C(F)(F)F)c1	?
Cc1ccc(C(C)C)c(OC/C(O)=C(\C#N)c2nc3ccccc3[nH]2)c1	-33.8%
Cc1cc(C)c(NC(=O)c2cc(S(=O)(=O)N3CCC4(CC3)OCCO4)ccc2F)c(C)c1	-9.5%
CN(C)S(=O)(=O)N(CC(=O)N1CCN(Cc2ccccc2)CC1)c1ccccc1	21.8%
COc1cccc(NC(=O)c2ccc(N3CC4CC(C3)[C@H]3CCCC(=O)N3C4)nc2)c1 (some centres undefined)	-21.6%
CCN1CCN(Cc2nc3c(c(=O)[nH]c(=O)n3C)n2CCCc2ccccc2)CC1	9.9%
CNC(=O)[C@@H]1C[C@H](Oc2cccnc2)CN1C(=O)c1ccc(OC)nc1	-3.8%
Cc1nc2c(c(-c3ccc(O)cc3)n1)CN(C(=O)C1CC1)CC2	10.0%[86.2 µM]
CC(=O)Nc1cccc(NC(=O)C(=O)c2cn(CC(=O)N3CCOCC3)c3ccccc23)c1	2.9%
O=[S+]1([O-])NCC2(CCN(Cc3ccccc3C(F)(F)F)CC2)Nc2ccccc21	-8.7%
O=C(Nc1ccccc1F)c1ccc2c(c1)n(Cc1ccccc1)c(=O)c1ccnn12	31.6µM*
Cc1cc(NC(=O)COC(=O)c2cc3ccccc3o2)no1	16.2%
COCc1noc([C@@H]2CN(Cc3cccc(Cl)c3F)C[C@H]2C(N)=O)n1	28.6%
CCc1ccccc1Nc1nn2c(=O)c3ccc(C(=O)NCCC4=CCCCC4)cc3nc2s1	?
CC(C)NC(=O)C[C@@H]1O[C@H](CNC(=O)NC(C)C)[C@@H](O)[C@H]1O	5.1%[86.2 µM]
COc1ccc(CCNC(=O)CSc2cn(CCNC(=O)c3c(F)cccc3F)c3ccccc23)cc1OC	-3.2%
CCCC1(CO)CCCN(Cc2nc(C)no2)C1 (centres undefined)	-18.0%
CCOc1ccc2c(=O)c(-c3ccccc3OC)c(C)oc2c1	7.3%
Cc1cc(C)c(C(=O)c2ccccc2)cc1C(=O)c1ccccc1	5.3%
COc1ccc(Cn2c(=O)n(Cc3ccco3)c(=O)c3oc4ccccc4c32)cc1	?
COc1ccc(C(=O)c2coc3ccc(OC(C)=O)cc23)cc1	-11.5%
COC(=O)C(C)Sc1nc2c(cnn2-c2ccc(F)cc2)c(=O)[nH]1 (centres undefined)	-1.1%
O=C(CN(Cc1ccccc1)Cc1ccccc1)OCC(=O)c1ccccc1	16.1%
CN1CC(=O)N(C2CCCNCC2)Cc2c(NCCCO)ncnc21 (centres undefined)	?
O=C(c1ccccc1)N1CCC2(CC1)CCN(CCc1ccccc1)c1ccccc1O2	-24.3%
Cc1ccc(NC(=O)c2cc3nc(-c4ccc5c(c4)OCO5)cc(C(F)(F)F)n3n2)cc1Cl	5.0%[11.5 µM]
CC(C)CCN1CCCCC12Cc1ccccc1CNC2=O (centres undefined)	-5.1%[149 µM]
CCN(c1ccccc1)S(=O)(=O)c1ccc(NC(=O)c2cc(=O)c3ccc(C)c(C)c3o2)cc1	-23.7%
Cc1ccc(NC(=O)Cc2nc(-c3ccccc3)oc2C)nc1	-14.9%
Cc1ccc(-n2nnc(C(=O)Nc3nccs3)c2C)cc1C	17.9%
Cc1ccc(-c2ccc3nnc(CNC(=O)COc4ccc(F)cc4)n3n2)cc1C	?
Cc1cc(NC(=O)c2cccs2)cc(-c2nc3cc(Cl)ccc3o2)c1O	7.6%
COCCNc1c(-c2noc(C)c2C(=O)Nc2ccc(OC)nc2)cnn1C	-25.5%[86.2 µM]
COCC1CN(C)CC12CCN(S(=O)(=O)c1ccc(F)c(Cl)c1)CC2 (centres undefined)	-29.4%
COc1ccc(NC(=O)Cc2cnc(-n3cccc3)s2)cc1OC	-3.8%
O=c1ccc2cc(S(=O)(=O)NC34CC5CC(CC(C5)C3)C4)ccc2o1	10.1%
CCOC(=O)N/N=C/c1cc(Cl)ccc1OCCCOc1ccc(Cl)cc1	15.4%
Fc1ccc(F)c(CNCc2cccnc2-n2cccn2)c1	12.4%
COc1ccc(OC)c(NC(=O)Cn2ccc3ccccc3c2=O)c1	-14.4%
Cc1noc(-c2ccc(OC(F)(F)F)cc2)c1C(=O)NCc1ccc2c(c1)OCO2	-6.7%
Cc1cc(C)c2c(=O)cc(C(=O)Nc3ccccc3C(F)(F)F)oc2c1	-6.0%
Cc1nc(-c2ccc(OC3CCN(C(=O)Nc4ccccc4)C3)cc2)no1 (centres undefined)	7.4%
N#Cc1ccsc1NC(=O)CSc1nncs1	-12.9%
Cc1ccc(C(=O)N2CCC3(CC2)NC(=O)N(c2ccc(F)cc2)N3)c(C)c1	?

(more compounds)
SMILES	KDM5B inh
CC(OC(=O)c1nn(C)c(=O)c2ccccc12)C(=O)Nc1cccc(C(F)(F)F)c1 (centres undefined)	-9.4%
Cc1ccc(NC(=O)CCNC(=O)c2ccccc2)cc1F	?
O=C(Oc1ccc(Oc2ccccc2)cc1)C1CCCCC1	10.6%
Cc1cccc(N(C)S(=O)(=O)c2ccc(-c3coc(C)n3)cc2)c1	3.6%
COc1ccc(N2CCN(C(CNS(=O)(=O)c3c(C)cc(C)cc3C)c3ccco3)CC2)cc1 (centres undefined)	?
Cc1cc(C(=O)COC(=O)c2cccs2)c(C)n1Cc1ccco1	1.7%
O=C(CC[C@H]1NC(=O)c2ccccc2NC1=O)NCCn1c(=O)c(=O)[nH]c2ccccc21	?
COC(=O)N(C)CC(=O)NCc1ccccc1	24.0%
Cc1ccc(NC(=O)CN2c3cccc4cccc(c34)S2(=O)=O)c(S(=O)(=O)N2CCCCC2)c1	?

Some of the entries so far, as labelled records.
Cc1cccc(N(C)S(=O)(=O)c2ccc(-c3coc(C)n3)cc2)c1
  KDM5B inh = 3.6%
COC(=O)N(C)CC(=O)NCc1ccccc1
  KDM5B inh = 24.0%
Cc1ccc(NC(=O)CCNC(=O)c2ccccc2)cc1F
  KDM5B inh = ?
Cc1ccc(NC(=O)CN2c3cccc4cccc(c34)S2(=O)=O)c(S(=O)(=O)N2CCCCC2)c1
  KDM5B inh = ?

Some of the compounds tested. The share of hits here may be higher or lower than overall.
